Peg3 prom inh: Peg3 promoter-driven luciferase inhibitors, primary screen, cell-based, HeLa, luciferase luminescence; HeLa PEG-Prom luciferase reporter, overnight; inhibition, % at 20 µM; 360,000 compounds, 1.7% hits;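 active means inhibition of at least 50% at 20 µM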
TRPM1 prom inh: inhibitors of MITF-dependent TRPM1 promoter reporter, primary screen, cell-based, SK-MEL-5, single point, luciferase | 330,000 compounds, 0.83% hits | inhibition, % at 12.5 µM | AID 488899, 2010 | SK-MEL-5 TRPM1 promoter luciferase, 24 h;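 active means mean inhibition across replicates of 60% or more, whatever share of single replicates reaches that level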; further: values of inactives mirror those of a sister screen read the other way
Shn3 3UTR inh: reduction of Shn3 3'UTR firefly luciferase signal, primary screen, Schnurri-3 inhibitor project, cell-based, Clone20 osteoblasts, set 2; Clone20 osteoblast Shn3 3'UTR firefly luciferase, 24 h; inhibition, % at 12.5 µM; 360,000 compounds, 0.52% hits; AID 588674, 2011;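 active means mean inhibition of at least 75% with every replicate also reaching 75%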;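 further: 0% = median of neutral control wells and 100% = pilot-screen positive control compound; some compounds past the cut are filed as inactive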
HIF-2a block: HIF-2a reporter inhibitors, primary screen, luminescence, 786-0 RCC cells | 786-0 RCC cells HIF-2a reporter, luciferase luminescence, overnight | inhibition, % at 18.8 µM | 360,000 compounds, 0.72% hits | AID 624352, 2012;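 active means inhibition of the luminescence signal of 40% or more relative to plate controls, in a single-dose primary screen at 18.75 µM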
HTR2A ag: mouse Htr2a agonists via beta-arrestin recruitment, primary screen, cell-based, luminescence | 5-hydroxytryptamine receptor 2A (Mus musculus), P35363 | CHO-K1 mHTR2A beta-arrestin complementation; percent of 30 µM serotonin response | activation, % at 7.6 µM | 360,000 compounds, 0.66% hits;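 active means activation above a run cutoff, the mean activation of all tested compounds plus 3 SD, cut at about 14% in these data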;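 further: 0% = plate median of compound wells and 100% = 30 µM serotonin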
Target sequence (P35363 whole entry, looked up): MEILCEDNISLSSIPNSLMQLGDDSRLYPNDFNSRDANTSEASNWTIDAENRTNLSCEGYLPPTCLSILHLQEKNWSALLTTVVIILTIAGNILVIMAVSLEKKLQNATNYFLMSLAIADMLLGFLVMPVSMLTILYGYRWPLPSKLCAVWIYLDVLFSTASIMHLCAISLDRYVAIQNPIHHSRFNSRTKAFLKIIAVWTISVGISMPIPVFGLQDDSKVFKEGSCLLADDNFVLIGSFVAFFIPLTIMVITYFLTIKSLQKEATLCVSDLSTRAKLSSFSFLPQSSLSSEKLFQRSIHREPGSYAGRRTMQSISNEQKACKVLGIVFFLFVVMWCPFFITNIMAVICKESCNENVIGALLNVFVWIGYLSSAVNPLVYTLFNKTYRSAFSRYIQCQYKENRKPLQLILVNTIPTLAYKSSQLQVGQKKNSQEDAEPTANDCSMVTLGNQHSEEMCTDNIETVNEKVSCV
NR2E3 ag-1: inhibitors of NR2E3-RetCOR corepressor binding, primary screen, NR2E3 agonist project, biochemical, TR-FRET, GST-NR2E3, biotin-RetCOR. 320,000 compounds, 0.12% hits. AID 2300, 2010. inhibition of corepressor binding, % at 4.78 µM. 1536-well. Photoreceptor-specific nuclear receptor (Homo sapiens), Q9Y5X4;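 active means percent inhibition above the cutoff of mean plus 3 SD of all tested compounds, set per screening campaign, cut at about 20% in these data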;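 further: 0% = DMSO wells and 100% = biotin wells as full block of FRET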
Target sequence (Q9Y5X4 whole entry, looked up): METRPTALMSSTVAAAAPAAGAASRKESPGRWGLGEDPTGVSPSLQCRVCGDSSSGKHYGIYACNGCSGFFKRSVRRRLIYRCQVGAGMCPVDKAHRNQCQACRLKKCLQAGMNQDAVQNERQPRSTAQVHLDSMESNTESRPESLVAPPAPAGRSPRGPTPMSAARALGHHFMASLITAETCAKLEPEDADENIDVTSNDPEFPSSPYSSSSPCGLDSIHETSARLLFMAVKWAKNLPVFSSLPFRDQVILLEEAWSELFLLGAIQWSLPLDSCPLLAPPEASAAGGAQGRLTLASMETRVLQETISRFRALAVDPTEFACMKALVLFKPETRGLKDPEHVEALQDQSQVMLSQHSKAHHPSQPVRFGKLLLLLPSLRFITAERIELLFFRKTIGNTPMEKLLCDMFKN
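Assay system: NR2E3–RetCOR corepressor complex. Quantity: 1.35 nM GST-NR2E3. Buffer or medium: pH 7.5 Tris-based buffer. Reagent: biotinylated RetCOR corepressor at 7 nM final. Schedule: 5 h at 4 °C. Detection: TR-FRET, emission read at 617 and 671 nm. Replicates: one well per compound, singlicate testing.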
PDI turbidity: inhibitors of human PDI, primary screen, biochemical, turbidity, single point, plate reader; AID 588391, 2011; PDI insulin aggregation turbidity, A650, 90 min; 350,000 compounds, 0.052% hits; Protein disulfide-isomerase (Homo sapiens), P07237; inhibition, % at 10 µM;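 active means mean inhibition across replicates of 30% or more, whatever share of single replicates reach that level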;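 further: absorbance from insulin aggregation driven by PDI reduction with DTT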
H9c2 protect: cardioprotection against H2O2-induced cell death, primary screen, uHTS, H9c2 cells, ATPLite luminescence; H9c2 cardiomyocytes, H2O2 injury protection, 2 h; protection from H2O2 cell death, % at 20 µM; 360,000 compounds, 0.63% hits; AID 588492, 2011;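 active means compounds giving at least 50% protection of heart cells from peroxide-induced death in the single-dose screen, raw or plate-pattern-corrected value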;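 further: 0% = DMSO wells with peroxide and 100% = DMSO wells without peroxide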
hiPSC survival: enhancers of single-cell hiPSC survival, primary screen, ATPlite luminescence; 100% = ROCK inhibitor wells, 0% = DMSO; 360,000 compounds, 0.044% hits; survival enhancement, % at 20 µM; in the data active means survival enhancement above about 18%;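 further: cells exposed to compounds for 16 hours before the ATP read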
NR2E3 ag-2: NR2E3 agonists in two-hybrid cells, primary screen, cell-based, luminescence, CHO-S, Gal4-NCOR/VP16-NR2E3; inhibition of corepressor binding, % at 3.98 µM; 360,000 compounds, 0.35% hits; AID 602229, 2012; luciferase;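 active means inhibition above the mean of all tested compounds plus 3 SD, cut at about 70% in these data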;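 further: 0% = DMSO with NR2E3 transfected cells and 100% = cells lacking NR2E3 construct; higher means lower luciferase signal from less NR2E3 corepressor binding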
CaV13 ICDI inh: Disruptors of the CACNA1D IQ motif to Ca2+-dependent inactivation inhibitor domain association, primary screening, Förster resonance energy transfer in intact living …; HEK cells, CFP/YFP FRET ICDI-IQ, plate reader, 10 min; percent FRET-ratio fall versus neutral wells; inhibition, % at 12.3 µM; 340,000 compounds, 0.098% hits;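 active means mean replicate inhibition of at least 30% and at least 1% of replicates passing that level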;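 further: 0% = median of the neutral control wells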
* hit, by the source's call; . = not tested or not shown.

SMILES	Peg3 prom inh	TRPM1 prom inh	Shn3 3UTR inh	HIF-2a block	HTR2A ag	NR2E3 ag-1	PDI turbidity	H9c2 protect	hiPSC survival	NR2E3 ag-2	CaV13 ICDI inh
CCOc1ccc(NC(=O)CSc2nnc(C3CC3)n2C)cc1S(=O)(=O)N1CCCCC1	1.7	15.7	14.7	6.1	-2.0	5.5	-10.7	-1.6	-4.2	-6.7	-6.1
Cc1cc(C)n(CCN(C)C(=O)C2CCC(=O)N(CCc3cccc(F)c3)C2)n1 (centres undefined)	-2.9	0.4	3.8	0.5	15.0*	0.3	10.1	3.6	-0.6	-11.2	-6.7
O=C(Nc1cccc(-c2nc3ncccc3o2)c1)c1cc2ccccc2o1	29.8	-7.7	10.3	-134.5	3.9	-3.5	6.7	27.0	3.1	-58.5	-4.6
O=C(CN(C(=O)c1csnn1)c1ccccc1F)NC1CCCCC1	8.9	1.7	2.6	5.7	-11.5	-0.7	8.8	7.0	-0.3	-5.5	-4.4
Cc1[nH]c2ccccc2c1C(=O)C(=O)Nc1ccc2c(c1)OCCO2	-265.6	-51.1	-49.9	-240.4	-0.5	1.2	0.6	-1.9	4.1	-48.5	-5.9
O=C1c2ccccc2N2C(=O)c3ccccc3[C@H]2N1c1ccccc1	33.3	13.2	-10.0	9.3	1.4	0.1	13.2	16.7	0.7	-31.4	0.2
O=C1C=CN(C2OC(CO)C(O)C2O)C(=O)C1 (centres undefined)	20.8	.	-9.1	8.3	3.2	.	-1.4	1.5	4.7	-4.4	-5.4
CSc1cccc(NC(=O)C2CCN(S(=O)(=O)c3cnc[nH]3)CC2)c1	3.7	-1.9	1.1	9.4	-0.5	0.4	-6.4	4.4	0.3	-12.9	-12.9
CCOc1cc(S(=O)(=O)N2CCN(c3ccc(F)cc3)CC2)c(OCC)cc1-n1cnnn1	-7.5	-5.3	-72.1	13.3	2.8	1.1	-6.0	-2.4	-0.3	-1.5	-4.4
O=C(Nc1ccc(Cl)cc1)C1Cc2c(-c3ccccc3Oc3ccccc3)ccnc2O1 (centres undefined)	29.9	.	0.0	-13.5	1.6	.	-0.5	-8.5	-2.1	3.1	-12.0
O=C(O)CC(NC(=O)C12CC3CC(CC(C3)C1)C2)c1cccc([N+](=O)[O-])c1 (centres undefined)	6.1	2.4	14.1	4.8	2.8	0.1	2.7	3.7	0.5	-20.6	-7.2
O=S(=O)(/N=C(/Nc1cccnc1Cl)c1ccccc1)c1ccccc1	-4.5	2.5	-3.8	-1.6	-2.6	.	-15.7	9.8	-0.4	12.0	-1.8
CC1Cc2ccccc2N1C(=O)Cn1c(=O)oc2cc(S(=O)(=O)NC3CCCC3)ccc21 (centres undefined)	26.2	4.6	17.6	13.9	-6.4	-0.5	3.8	-13.2	0.3	17.8	-7.5
Cc1cccc(C)c1OCc1cn(CC(=O)c2ccc(O)cc2)nn1	-7.0	-1.1	-9.3	-4.8	-3.5	.	8.3	1.0	-0.7	-12.1	-2.3
CCn1c2ccccc2c2nc3cc(S(=O)(=O)N4CCOCC4)ccc3nc21	25.6	9.7	4.1	-0.7	1.8	.	-2.2	-0.1	-0.1	25.4	.
CCOC(=O)CN(C(=O)CSc1nnc(Cc2ccccc2)n1-c1ccc(C)cc1)c1ccccc1	15.8	2.9	11.7	13.7	3.2	4.3	5.0	11.5	-1.2	0.8	-5.3
COC(=O)c1ccncc1C(=O)Nc1ccc(Oc2ncc(C(F)(F)F)cc2Cl)cc1	-1.3	6.7	8.1	6.0	-3.5	3.6	-11.8	-1.0	1.0	-22.3	-6.5
COc1ccc(CCN2C(=O)CC(NNC(=O)c3ccccc3Br)C2=O)cc1 (centres undefined)	16.6	-0.6	-14.3	19.1	2.4	1.9	-12.8	3.9	-1.5	-25.2	7.8
O=C(CSc1n[nH]c(=O)n1Cc1ccco1)c1ccc2c(c1)OCCO2	-104.7	-21.5	-5.4	-111.9	-1.7	2.3	-6.2	0.0	-0.3	24.2	-3.4
Cc1ccc(Nc2nc(-c3ccc(F)cc3)cs2)nc1	-261.1	-77.6	-136.3	-225.6	-1.6	.	-47.7	-13.0	-0.5	-139.0	-5.6
Cc1ccc2nc(C(O)C(O)c3nc4ccc(C)cc4[nH]3)[nH]c2c1 (centres undefined)	-216.6	-46.2	-39.8	-151.1	0.3	0.2	-8.4	14.1	3.8	-90.4	.
O=[N+]([O-])c1c(-c2cn[nH]c2)n[nH]c1-c1cn[nH]c1	7.0	12.6	-11.2	12.0	0.8	-0.1	-9.0	-6.6	0.8	10.1	-1.9
Cc1ccc2c(c1)Oc1ccc(NC(=O)CCl)cc1C(=O)N2	99.8*	90.5*	18.9	77.4*	-3.1	2.6	92.1*	-1.5	-5.5	-21.7	-4.9
Cn1c(CCNC(=O)C2CCCCC2)nc2cc(NC(=O)c3cccs3)ccc21	-21.2	1.1	-4.4	-0.6	1.1	.	0.8	5.7	1.1	-18.4	9.2
O=C(CSc1ccccc1)Nc1cc(Cl)ccc1Oc1ccccc1	13.8	8.0	6.4	9.0	-6.3	0.7	6.0	-7.9	-2.2	-14.5	-5.4
CSc1ccc(/C=C/C(=O)OCC(=O)NC2CCS(=O)(=O)C2)cc1 (centres undefined)	3.8	-1.5	-19.8	-2.6	-0.7	4.5	2.9	-8.1	0.2	16.7	-2.6
CC(C)(C)OC(=O)NCCCCCNC(=O)c1nc[nH]c1C(=O)N1CCN(C(=O)OC(C)(C)C)CC1	6.5	1.3	-7.7	9.7	2.8	2.3	-2.1	26.1	-1.3	-15.1	-11.1
CSc1nn2c(C(F)(F)F)cc(C(F)(F)F)nc2c1C(=O)O	-7.7	8.2	15.8	8.5	2.2	-1.1	-1.8	-1.4	-0.8	4.1	-11.6
COc1cccc(C(=O)Nc2cnn(C(C)C)c2)c1	-164.2	-41.7	-67.1	-173.1	1.7	1.7	1.9	-4.2	-0.7	-30.0	-6.1
CCC(C)(C)C1CCc2c(sc(N)c2C(N)=O)C1 (centres undefined)	-14.4	15.4	63.0	-7.8	7.8	-1.9	-12.8	-13.6	-0.5	31.8	-4.5

2 entries picked at random from those above:
SMILES	Peg3 prom inh	TRPM1 prom inh	Shn3 3UTR inh	HIF-2a block	HTR2A ag	NR2E3 ag-1	PDI turbidity	H9c2 protect	hiPSC survival	NR2E3 ag-2	CaV13 ICDI inh
Cn1c(CCNC(=O)C2CCCCC2)nc2cc(NC(=O)c3cccs3)ccc21	-21.2	1.1	-4.4	-0.6	1.1	.	0.8	5.7	1.1	-18.4	9.2
CC1Cc2ccccc2N1C(=O)Cn1c(=O)oc2cc(S(=O)(=O)NC3CCCC3)ccc21 (centres undefined)	26.2	4.6	17.6	13.9	-6.4	-0.5	3.8	-13.2	0.3	17.8	-7.5

The results go on.
SMILES	Peg3 prom inh	TRPM1 prom inh	Shn3 3UTR inh	HIF-2a block	HTR2A ag	NR2E3 ag-1	PDI turbidity	H9c2 protect	hiPSC survival	NR2E3 ag-2	CaV13 ICDI inh
O=C(C1CC1)N1CCc2cc(S(=O)(=O)NCc3ccccc3)ccc21	-2.2	-1.6	6.8	-16.1	-5.2	3.4	1.2	-5.5	6.2	31.7	-3.2
CC1=C(C(=O)N2CCOCC2)CC(CC(=O)NC2CCCC2)C(=O)N1Cc1ccc(F)cc1 (centres undefined)	-11.0	.	-5.9	2.5	4.3	.	0.8	9.6	0.4	-35.3	-5.6
O=C(O)c1nn(Cc2ncc(-c3cccc(Cl)c3)o2)c(=O)c2ccccc12	-5.8	4.2	4.7	-8.7	-1.6	4.1	-2.6	21.8	-0.5	-33.8	-2.4
Cc1ccc(OCc2nnc(SCC(=O)Nc3cccc4ccccc34)n2-c2ccccc2)cc1	25.5	2.4	32.0	17.4	-5.7	1.4	-0.4	-7.8	1.8	-31.9	-5.0
CCCCCc1nnc(NC(=O)c2ccc3nc[nH]c3c2)s1	-35.7	-37.5	4.2	-71.7	7.4	-1.7	9.7	-12.6	2.5	2.6	-2.2
O=C(Nc1cccc(Cl)c1)Nc1ccccc1C(=O)NCc1ccco1	-71.9	-4.8	-20.3	-36.3	-2.1	-0.9	-2.9	9.0	2.3	-39.4	.
Cc1ccc(-c2nnc(Nc3ccccc3)c3ccccc23)cc1S(=O)(=O)NCC1CCCO1 (centres undefined)	28.3	11.2	19.0	23.0	-2.0	-0.8	-0.5	28.7	-1.5	26.9	-5.1
COc1ccc(NC(=O)COC(=O)Cn2cnc3ccccc32)cc1	4.1	-2.4	-18.3	4.7	7.6	.	-15.4	7.3	-0.8	-5.2	-1.3
CCCOC(=O)C1=C(C)NC2=C(C(=O)CCC2)C1c1cccc(OC)c1OC (centres undefined)	4.0	9.5	-4.9	17.6	-0.2	3.0	0.1	-0.7	0.7	13.4	-7.2
CCOC(=O)N1CCN(C(=O)/C(=C\c2ccc(SC)cc2)NC(=O)c2ccccc2)CC1	21.5	1.0	-0.5	18.5	-5.1	1.6	-0.3	3.6	0.6	3.4	-17.0
C[C@H](CO)N1C[C@H](C)[C@@H](CN(C)C(=O)Nc2ccccc2)Oc2c(NS(=O)(=O)c3ccc(F)cc3)cccc2C1=O	-19.9	-11.7	21.1	11.8	-1.7	.	10.4	6.7	1.9	24.9	-11.9
O=C(CSc1nnnn1C1CCCCC1)Nc1ccc(F)cc1	6.8	4.5	-1.7	4.1	5.8	0.7	-4.6	-6.5	1.9	3.3	-2.5
Cc1ccc(NC(=O)Cc2nn(C)c(=O)c3ccccc23)cc1F	10.7	24.4	83.1	19.4	4.7	3.6	-3.5	-28.7	1.3	54.4	-5.1
O=C(Cc1ccc(Cl)cc1)N/N=C/c1ccc(O)c(O)c1	2.8	.	-1.9	-55.0	-3.3	.	-3.1	43.6	-4.2	0.3	-4.7
CN(C)CCCN1c2ccc3ccccc3c2Sc2cccc(Cl)c21	44.1	-6.5	-8.1	-70.2	-0.6	.	-1.0	1.9	0.8	3.7	-8.7
COc1ccccc1N(C(=O)c1csnn1)C(C(=O)NC1CCCC1)c1ccccc1 (centres undefined)	-2.2	3.8	3.6	4.6	0.4	3.1	-6.3	-2.6	-0.2	-2.5	-3.3
COc1ccccc1Nc1nc(N)nc(-c2cc3ccccc3o2)n1	-111.1	-50.7	-13.1	-182.9	3.1	-1.6	-3.6	18.0	-0.4	-76.1	-3.1
COc1ccc(C(=O)c2cn[nH]c2-c2cc(Cl)ccc2O)cc1	-13.9	-1.4	-1.9	-14.1	-10.5	0.3	4.1	-0.7	-0.2	-3.2	-5.1

Assay outcomes: PubChem BioAssay, several laboratories
